Source: PubChem BioAssay (National Center for Advancing Translational Sciences (NCATS))
KDM5B inhibitor: Primary screen for KDM5B Histone Demethylases FDH-coupled qHTS | KDM5B demethylase, FDH-coupled NADH fluorescence (FDH is formaldehyde dehydrogenase) | Potency, µM (titrated, usually from 57.7 µM), for inactives: at the highest dose activity change, negative = inhibition, usual class: inhibitors | AID 1347165, 2019 | 220,000 compounds, 2.6% hits; active = well fitted inhibition curve with a large enough effect; inconclusive = small, poorly fitted or top-dose-only effect; inactive = no such curve, though single readings can be large or run the other way; note: 0% is about no effect; nearly all actives have a fitted effect of over 70% in size
Target sequence (Q9UGL1 whole entry, looked up): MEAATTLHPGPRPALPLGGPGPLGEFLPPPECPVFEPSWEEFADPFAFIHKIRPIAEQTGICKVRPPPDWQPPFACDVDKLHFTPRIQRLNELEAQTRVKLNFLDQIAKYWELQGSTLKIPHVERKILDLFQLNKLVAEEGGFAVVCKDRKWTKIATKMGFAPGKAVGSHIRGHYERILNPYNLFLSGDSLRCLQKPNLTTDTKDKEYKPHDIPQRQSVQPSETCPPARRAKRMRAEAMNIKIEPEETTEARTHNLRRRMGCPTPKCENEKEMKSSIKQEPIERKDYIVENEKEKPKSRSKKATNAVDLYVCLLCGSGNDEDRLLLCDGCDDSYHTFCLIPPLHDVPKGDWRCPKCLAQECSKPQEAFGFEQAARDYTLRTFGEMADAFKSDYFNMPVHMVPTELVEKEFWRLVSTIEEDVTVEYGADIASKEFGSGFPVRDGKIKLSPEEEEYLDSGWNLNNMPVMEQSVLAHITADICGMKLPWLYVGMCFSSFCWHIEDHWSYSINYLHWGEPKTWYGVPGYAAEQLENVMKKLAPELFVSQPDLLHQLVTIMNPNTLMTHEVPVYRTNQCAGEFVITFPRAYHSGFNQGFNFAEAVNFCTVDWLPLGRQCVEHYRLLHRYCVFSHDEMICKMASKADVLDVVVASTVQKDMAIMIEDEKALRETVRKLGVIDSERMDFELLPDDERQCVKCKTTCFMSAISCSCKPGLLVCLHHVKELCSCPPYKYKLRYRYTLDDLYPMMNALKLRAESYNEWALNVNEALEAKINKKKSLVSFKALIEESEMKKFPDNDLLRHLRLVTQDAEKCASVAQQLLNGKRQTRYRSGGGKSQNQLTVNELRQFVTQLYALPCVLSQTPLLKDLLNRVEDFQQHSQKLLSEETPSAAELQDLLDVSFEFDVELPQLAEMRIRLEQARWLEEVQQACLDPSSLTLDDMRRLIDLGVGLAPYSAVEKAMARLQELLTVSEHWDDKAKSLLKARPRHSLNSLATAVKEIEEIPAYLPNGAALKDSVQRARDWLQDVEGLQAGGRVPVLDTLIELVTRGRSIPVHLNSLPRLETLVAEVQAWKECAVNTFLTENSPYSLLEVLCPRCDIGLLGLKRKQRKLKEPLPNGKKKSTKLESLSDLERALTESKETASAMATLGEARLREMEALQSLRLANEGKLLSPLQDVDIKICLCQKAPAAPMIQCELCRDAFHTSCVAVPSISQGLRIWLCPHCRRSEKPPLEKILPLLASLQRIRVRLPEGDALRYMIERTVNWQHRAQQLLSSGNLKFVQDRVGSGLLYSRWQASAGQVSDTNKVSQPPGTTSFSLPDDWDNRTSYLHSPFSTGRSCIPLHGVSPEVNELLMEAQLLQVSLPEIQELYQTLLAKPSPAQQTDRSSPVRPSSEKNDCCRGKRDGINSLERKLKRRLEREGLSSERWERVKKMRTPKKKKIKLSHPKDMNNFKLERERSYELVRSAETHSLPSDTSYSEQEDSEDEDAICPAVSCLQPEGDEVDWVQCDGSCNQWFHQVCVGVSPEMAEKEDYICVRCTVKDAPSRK
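Measured: NADH fluorescence change, 30 min, RT. System: KDM5BΔAP 200 nM final, H3K4me3 peptide, α-KG, Fe(II), ascorbate, NAD⁺ plus FDH, pH 7.5 HEPES. Compounds: titrated, 10 min pre-incubation with enzyme.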
* = called active by the depositor; ? = inconclusive; [ ] = another dose, or the depositor's remark. Potency is the fitted concentration of half-maximal effect. The list is partial; the hit share may differ from the screen's.

SMILES	KDM5B inhibitor
COc1cc2c(cc1Oc1ccccc1)NC(=O)C21CCN(c2nccs2)CC1	-21%[86.2 µM]
CN1C(=O)[C@H]2CN(Cc3cccnc3)C[C@H]2C1=O	25%
O=c1ccc(-c2cccs2)c2n1C[C@H]1C[C@@H]2CN(S(=O)(=O)c2ccccc2)C1	?
COc1ncccc1-c1cnc2[nH]cc(CC(=O)N3CCN(C)CC3)c2c1	35µM*
CN1CCN(c2ccc(NC=C(C#N)C#N)cc2)CC1	-33%
O=C1NC2(CCN(Cc3cccnc3)C2)COc2ccccc21 (configuration not stated)	?
COc1ccc(CN2CCN(Cc3ccccc3OC)CC2)cc1	?
Cc1cccc(OCC(=O)N2C[C@@H](CO)[C@H](N(C)C)C2)c1	-8%
COc1cc2c(cc1Oc1cccc(N(C)C)c1)NC(=O)C21CCN(Cc2cccc(O)c2)CC1	-12%
COC[C@H]1C[C@@H](NC2CCN(C)CC2)[C@H](O)[C@@H]1O	?
COc1cccc(CNCCc2ccc(F)cc2)c1	?
COc1ccc(-c2cc([C@H]3CN4CC[C@H]3C[C@@H]4CNC(=O)c3ccc4c(c3)OCO4)n(C)n2)cc1	2%
CCOC(=O)c1c(C)n(Cc2ccccc2)c2ccc(OCC(O)CNC(C)(C)C)cc12 (configuration not stated)	7%
CN(CCc1ccccn1)C[C@H]1CN2CC[C@H]1C[C@@H]2CNC(=O)c1ccco1	-14%[86.2 µM]
O=C(NC1CCCCC1)[C@H]1CN2CCC1C[C@@H]2Cn1cc(COc2ccccc2)nn1 (some centres not stated)	-19%[86.2 µM]
FC(F)CN1CCNCC1	1%
CCc1nnc2ccc(N3CCN(C)CC3)nn12	-26%
N/C(=N\[N+](=O)[O-])N1CCN(C(=O)c2ccccn2)CC1	10%
Cc1ncc2c(n1)C[C@@H]1CC[C@H]2N1C(=O)c1cccs1	-1%
C=C[C@H]1CN2CC[C@H]1C[C@@H]2CNC(=O)Nc1cc(OC)cc(OC)c1	-18%[86.2 µM]
Cn1nc(-c2ccc3ccccc3c2)cc1[C@H]1CN2CC[C@H]1C[C@@H]2CNS(=O)(=O)c1ccccc1	-11%
O=C(c1ccc2c(c1)N(Cc1ccc(F)cc1)C(=O)c1ccccc1S2)N1CCC2(CC1)OCCO2	-1%
O=C(NC[C@H]1C[C@@H]2CCN1C[C@@H]2CN1C[C@@H]2C[C@H](C1)c1cccc(=O)n1C2)c1ccc(C(F)(F)F)cc1	10%
Cn1nc(-c2ccccc2)cc1[C@H]1CN2CC[C@H]1C[C@@H]2CNC(=O)N1CCOCC1	-2%[86.2 µM]
COc1ccc(-c2cc([C@H]3CN4CC[C@H]3C[C@@H]4CNC(=O)Nc3cccc4ccccc34)n(C)n2)cc1OC	?
Cc1nn(-c2ccccc2)c2c1C(c1ccsc1)SCC(=O)N2 (configuration not stated)	-16%
O=C(c1cccs1)N1C[C@@H]2C[C@H](C1)c1c(-c3cncnc3)ccc(=O)n1C2	?
CN(CCc1ccccn1)C[C@H]1CN2CC[C@H]1C[C@@H]2CNC(=O)Nc1ccccc1	-9%[86.2 µM]
COc1cc2c(cc1OCc1ccccc1)N(C(=O)COc1ccccc1C(N)=O)CC21CCN(C)CC1	-24%
CC(Nc1ccc([N+](=O)[O-])c2cnccc12)C12CC3CC(CC(C3)C1)C2 (configuration not stated)	-7%
Cn1nc(-c2ccc(F)cc2)cc1[C@H]1CN2CC[C@H]1C[C@@H]2CNC(=O)Nc1ccccc1	-5%[86.2 µM]
Cn1nc(-c2cccs2)cc1[C@H]1CN2CC[C@H]1C[C@@H]2CNCc1ccccn1	-14%[86.2 µM]
O=C1NC2(Cc3ccccc31)CN(Cc1cccnc1)C2	0%[149 µM]
Cc1ccc(-n2c(/C=C/c3ccccc3)nc3ccccc3c2=O)cc1Cl	2%
CNc1ncc(C(=O)N2C[C@H]3COc4ccccc4C[C@@]3(C(=O)O)C2)cn1	?
O=C(Cc1ccccc1)N1CCC(C(=O)O)(c2ccccc2)CC1	6%[149 µM]
Cn1nc(CN2CCOCC(CO)C2)c2c(Cl)cccc21 (configuration not stated)	-20%
O=C1Nc2ccccc2CC12CN(Cc1cccnc1)C2	4%[149 µM]
O=C(O)CC[n+]1ccc(-c2cc[n+](CCC(=O)O)cc2)cc1	3%
Cc1ccccc1-n1nc(C)c2c1NC(=O)CSC2c1ccccc1C(F)(F)F (configuration not stated)	?

By substructure: those above containing fluorine.
SMILES	KDM5B inhibitor
COc1cccc(CNCCc2ccc(F)cc2)c1	?
FC(F)CN1CCNCC1	1%
O=C(c1ccc2c(c1)N(Cc1ccc(F)cc1)C(=O)c1ccccc1S2)N1CCC2(CC1)OCCO2	-1%
O=C(NC[C@H]1C[C@@H]2CCN1C[C@@H]2CN1C[C@@H]2C[C@H](C1)c1cccc(=O)n1C2)c1ccc(C(F)(F)F)cc1	10%
Cn1nc(-c2ccc(F)cc2)cc1[C@H]1CN2CC[C@H]1C[C@@H]2CNC(=O)Nc1ccccc1	-5%[86.2 µM]
Cc1ccccc1-n1nc(C)c2c1NC(=O)CSC2c1ccccc1C(F)(F)F (configuration not stated)	?

A few values from the list.
Under KDM5B inhibitor, Cc1cccc(OCC(=O)N2C[C@@H](CO)[C@H](N(C)C)C2)c1 shows -8%
Under KDM5B inhibitor, COc1cc2c(cc1Oc1cccc(N(C)C)c1)NC(=O)C21CCN(Cc2cccc(O)c2)CC1 shows -12%
Under KDM5B inhibitor, Cn1nc(CN2CCOCC(CO)C2)c2c(Cl)cccc21 (configuration not stated) shows -20%

The listing continues.
SMILES	KDM5B inhibitor
COc1ccc(-c2cc([C@H]3CN4CC[C@H]3C[C@@H]4CNC(=O)c3cccs3)nc(C)n2)cc1OC	28µM*
COc1ccc(CCNCc2ccc3c(c2)n(C)c(=O)n3C)cc1	-6%
Cc1ccc([C@H]2CN(C(=O)c3cc(C(C)C)on3)[C@@H]3C4CCN(CC4)[C@H]23)cc1	12%
COCCNC(=O)[C@H]1CN2CCC1C[C@@H]2Cn1cc(-c2ccc(-c3ccccc3)cc2)nn1 (some centres not stated)	12%
O=S1(=O)N(Cc2ccc(F)cc2)CCCN1Cc1ccccc1Cl	-2%
CC[C@H]1CN2CC[C@H]1C[C@@H]2CNC(=O)COCC(=O)O	39%[activator][115 µM]
CC(C)c1ccccc1OCC(=O)N1CCN(Cc2nc(N)c3ccccc3n2)CC1	-2%
Cc1cc(CN2CC3ON=C(C(=O)O)C3C2)cc(C)n1 (configuration not stated)	-10%[230 µM]
O=C1NC2(CCN(Cc3ccncc3)C2)OCc2ccccc21 (configuration not stated)	-1%[86.2 µM]
CC(=O)c1cccc(NC(=O)NC[C@H]2C[C@@H]3CCN2C[C@@H]3c2cc(-c3ccc(F)cc3)nc(C)n2)c1	1%
COc1cc2c(cc1OC1CCCC1)NC(=O)C21CCN(c2nccs2)CC1	-15%[86.2 µM]
Cc1cccc(CC(=O)N2CC(N(Cc3ccccc3)C3CCOCC3)C2)c1	15%
COc1ccc(CC(=O)N2CCC3(C2)C(=O)Nc2ccc(OC)cc23)c(Cl)c1 (configuration not stated)	20%
COc1ccc2c(c1)C1(CCN(C(=O)c3ccccc3C)C1)C(=O)N2 (configuration not stated)	4%
O=C1CS(=O)C2(CCNCC2)N1c1ccccc1 (configuration not stated)	16%
COc1cc2c(cc1OC1CCCC1)NC(=O)C21CCN(c2ccc(C#N)cn2)CC1	32µM*
CN(C)C(=O)Oc1ccc(Br)cc1C(=O)Nc1ccc(F)c(Cl)c1	3%
COc1ccc(CCn2c(O)c(C=Nc3ccc(F)cc3)c(=O)[nH]c2=O)cc1OC	100%[activator]
COc1ccc(C2CC(=O)Oc3c2c(=O)oc2ccccc32)c(OC)c1OC (configuration not stated)	?
COc1ccc(S(=O)(=O)NC[C@H]2C[C@@H]3CCN2C[C@@H]3CN2CCOCC2)cc1	6%[86.2 µM]

Entries above with an NH in an aromatic ring, in the order listed:
SMILES	KDM5B inhibitor
COc1ncccc1-c1cnc2[nH]cc(CC(=O)N3CCN(C)CC3)c2c1	35µM*
COc1ccc(CCn2c(O)c(C=Nc3ccc(F)cc3)c(=O)[nH]c2=O)cc1OC	100%[activator]

(continued)
SMILES	KDM5B inhibitor
CC[C@H]1CN2CC[C@H]1C[C@@H]2CNCc1ccc(-c2ccccc2)cc1	10%[86.2 µM]
O=[S+]1([O-])NC2(CCN(Cc3cccs3)C2)COc2ccncc21 (configuration not stated)	-8%[115 µM]
CCCCCCC(=O)N/N=C/c1c(O)n(CCc2ccccc2)c(=O)[nH]c1=O	?
NC(=O)c1ccc(NC(=O)c2cccn(Cc3ccccc3)c2=O)cc1	?
COc1cc2c(cc1OC1CCCC1)NC(=O)C21CCN(Cc2ccccc2)CC1	-2%[86.2 µM]
COc1ccccc1CC(=O)N1CC2(CCN(C)CC2)c2cc(OC)c(OCc3ccccc3)cc21	-21%
O=C(NCC1CC1)c1cn(Cc2ccccc2)c2ccccc12	14%
O=C1NC2(CCCN(Cc3cccnc3)C2)Oc2ccccc21 (configuration not stated)	-23%[86.2 µM]
c1cn(C2CCCNC2)cn1 (configuration not stated)	18%
O=C(CSC1c2ccccc2Oc2ccccc21)Nc1ccc(C(=O)O)cc1	26%
O=C(COc1ccccc1Cl)N1CCN(CCc2ccccn2)CC1	?
CCCCC12CN3CC(C)(CN(C1)C3c1ccccn1)C2=O (configuration not stated)	-4%
O=C(NC(O)C(Cl)(Cl)Cl)NC(O)C(Cl)(Cl)Cl (configuration not stated)	19%
CS(=O)(=O)N1CCC2(C1)N=C(c1cccnc1)C(=O)N2 (configuration not stated)	4%[86.2 µM]
CC1CCCC(O)CCCCCc2cc(O)cc(O)c2C(=O)O1 (configuration not stated)	1%
CC(C)C(=O)N1[C@H]2CC[C@@H]1c1cnc(-c3ccc(F)cc3)nc1C2	10%
O=C(NCc1ccccc1)[C@H]1CN2CCC1C[C@@H]2Cn1cc(-c2ccccc2)nn1 (some centres not stated)	-6%[86.2 µM]
Cc1ccccc1C(Cn1ccnc1-c1cnc[nH]1)N(C)C (configuration not stated)	42%
O=C(c1sc2ccccc2c1Cl)N1CCC2(CC1)OCCO2	8%
CC12CCC(O)CC1CC[C@@H]1[C@@H]2CCC2(C)[C@H](C3=CC(=O)OC3)CCC12O (some centres not stated)	-2%
O=[N+]([O-])/C=C/c1c[nH]c2ccccc12	?
C/C(=C\c1cn(C)c2ccccc12)[N+](=O)[O-]	?
O=C(O)c1cn(Cc2ccccc2F)nn1	-20%
O=C(NC1CCCC1)N1[C@H]2CC[C@@H]1c1cncnc1C2	22%
CC(C)CCOc1cccc(CCN)c1	-10%
NCC(c1ccc(Cl)cc1)N1CCCC1 (configuration not stated)	-11%
CC(C)NC(=O)NC[C@H]1C[C@@H]2CCN1C[C@@H]2CN1CCSCC1	38%[activator][86.2 µM]
CSc1cccc(NC(=O)NC[C@H]2C[C@@H]3CCN2C[C@@H]3CN(C)CCc2ccccn2)c1	-17%
FC(F)(F)CN1C2CCC1CN(c1cc(Cl)ncn1)C2	3%[149 µM]
COc1ccc(-c2cn(C[C@H]3C[C@@H]4CCN3C[C@@H]4C(=O)NC3CC3)nn2)cc1	-18%[86.2 µM]
Cn1nc(C2CCCCC2)cc1[C@H]1CN2CC[C@H]1C[C@@H]2CNS(=O)(=O)c1ccccc1	27%
CC[C@H]1CN2CC[C@H]1C[C@@H]2CNC(=O)c1ccc(C(F)(F)F)cc1	-21%[86.2 µM]
CN1CC[C@H]2CN(c3cc(NCCO)ncn3)C[C@@]2(C(=O)O)C1	4%
O=C(Nc1nc2ccccc2s1)c1cccn(Cc2ccccc2)c1=O	-4%
CCN(CCNc1ccc([N+](=O)[O-])c2cccnc12)S(=O)(=O)c1ccccc1	6%
O=C(Cc1cccc(F)c1)N1[C@H]2CC[C@@H]1c1cnc(-c3ccccc3)nc1C2	-10%
O=C1CN=C(c2ccccc2Cl)c2cc(Br)ccc2N1	7%
COc1ccc(NC(=O)CCc2nc(C3=CCN(Cc4cccc(C)c4)CC3)no2)c(OC)c1	-26%
CNC(C)c1cccc(Cl)c1 (configuration not stated)	5%[230 µM]
Cn1nc(C(=O)NCC2CCOCC2)c2ccccc21	?
CN(Cc1ccccc1)Cc1cn(C[C@H]2CC3CCN2C[C@@H]3C(=O)NCc2ccc(F)cc2)nn1 (some centres not stated)	24%
NCCc1ccc(OCc2ccccc2)cc1	-21%
CN(C)C(=O)[C@H]1CN2CC[C@H]1C[C@@H]2Cn1cc(COc2ccccc2)nn1	-14%[86.2 µM]
COc1ccc(NC(=O)NC[C@H]2C[C@@H]3CCN2C[C@@H]3c2cc(-c3ccccc3)nn2C)cc1	-8%
CCc1ccc2[nH]c(C)c(CCN)c2c1	?
Cc1ccccc1-n1c(/C=C/c2ccccn2)nc2ccccc2c1=O	1%
COc1cc2c(cc1OCC1CC1)NC(=O)C21CCN(c2ncc(C(C)C)cn2)CC1	?
Cc1ccsc1C(=O)C1CCCN(Cc2ccc(-n3cccn3)cc2)C1 (configuration not stated)	27%
NNc1n[nH]c(=S)n1N	-39%
COc1ccc([C@@H]2CN(C(=O)Cc3nonc3C)[C@@H]3C4CCN(CC4)[C@@H]32)cc1	-28%
COc1ccc(-c2cc([C@H]3CN4CC[C@H]3C[C@@H]4CNC(=O)CCCC(=O)O)n(C)n2)cc1	3%
COc1cccc(Nc2cc3c(cn2)CN(C)CCN3C)c1	?
Oc1ccc(-c2ccccc2)cc1	?
Cc1ccc2nc(NC(=O)c3cccn(Cc4ccccc4F)c3=O)sc2c1	-15%
O=C(O)c1cn(Cc2cccc(C(F)(F)F)c2)nn1	1%
O=C(Nc1ccc(Br)cc1C(=O)c1ccccc1Cl)c1ccccc1F	13%
CC/C(=N\Nc1ccccc1)c1c(O)n(-c2ccccc2)c(=O)[nH]c1=O	19%
CCNC(=O)NC[C@H]1C[C@@H]2CCN1C[C@@H]2c1cc(-c2ccc(F)cc2)nn1C	1%[86.2 µM]
COc1cccc(CC(=O)N2CCC3(CC2)NCc2ccccc2-n2ccnc23)c1	-2%
